Compound activity deposited in PubChem by several laboratories.
Peg3 prom inh: inhibitors of Peg3 promoter; actives 1.7% (n = 360,000); HeLa PEG-Prom luciferase reporter, luminescence, overnight; inhibition, % at 20 µM;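 active = inhibition of at least 50% at 20 µM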
aDG glyco act: increases alpha dystroglycan glycosylation | Pro5-aDG cells, alpha-DG glycosylation AlphaScreen (IIH6); 0% Pro5, 100% B10-LARGE cell signal | actives 0.22% (n = 360,000) | activation, % at 10 µM | AID 624168;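 active = activation of at least 8% versus controls, or a plate z-score of at least 8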;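 note: Pro5 are CHO cells carrying HIG-tagged alpha-DG that lacks glycosylation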
Exocytosis inh: lytic granule exocytosis inhibition | inhibition, % at 10 µM | TALL-104 LAMP-1 surface exposure, flow cytometry; cells stimulated with thapsigargin and PMA | actives 0.66% (n = 360,000);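 active = inhibition above about 55%, limit read from the data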
Vif imaging: blocks HIV Vif function | inhibition, % at 7.49 µM | actives 0.35% (n = 340,000) | AID 602346 | HEK293T cells, Vif self-association by quenched fluorescence, imaging, 24 h; in the data active = inhibition above about 50%, passing the limit was not always enough; note: some results filed as inactive read as strong as hits
MITF TRPM1 inh: reduces MITF-dependent TRPM1 promoter luciferase signal; AID 488899; actives 0.83% (n = 330,000); inhibition, % at 12.5 µM; SK-MEL-5 TRPM1 promoter luciferase, 24 h;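 active = mean inhibition across replicates of 60% or more, whatever share of single replicates reaches that level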; note: values of inactives mirror those of a sister screen read the other way
NR2E3 ag-1: NR2E3 (human) agonism; Q9Y5X4; GST-NR2E3/biotin-RetCOR TR-FRET, 1536-well; inhibition of corepressor binding, % at 4.78 µM; actives 0.12% (n = 320,000); AID 2300;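 active = percent inhibition above the cutoff of mean plus 3 SD of all tested compounds, set per screening campaign, cut at about 20% in these data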;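 note: 0% = DMSO wells and 100% = biotin wells as full block of FRET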
Target sequence (Q9Y5X4 whole entry, looked up): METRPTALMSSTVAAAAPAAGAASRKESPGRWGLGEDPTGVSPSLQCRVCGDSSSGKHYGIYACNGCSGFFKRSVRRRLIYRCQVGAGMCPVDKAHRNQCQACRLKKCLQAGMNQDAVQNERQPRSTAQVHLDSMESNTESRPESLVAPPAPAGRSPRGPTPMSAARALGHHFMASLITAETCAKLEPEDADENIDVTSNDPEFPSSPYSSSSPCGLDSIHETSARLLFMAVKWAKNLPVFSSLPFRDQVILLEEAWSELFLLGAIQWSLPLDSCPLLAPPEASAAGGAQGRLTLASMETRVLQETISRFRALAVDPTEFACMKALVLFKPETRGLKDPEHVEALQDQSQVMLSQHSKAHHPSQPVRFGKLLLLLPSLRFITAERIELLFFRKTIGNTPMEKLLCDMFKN
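System: GST-NR2E3 and biotin-RetCOR proteins; probe or stimulus: 7 nM biotin-RetCOR; doses: compound at 4.8 µM, single dose; schedule: Compound–protein incubation for 5 h at 4 °C; detection: time-resolved FRET; read-out: percent inhibition; controls: biotin wells as high control, 0.6% DMSO wells as low control; format: 1536-well plates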
HIF-2a inh: inhibitors of HIF-2a | 786-0 RCC cells HIF-2a reporter, luciferase luminescence, overnight | inhibition, % at 18.8 µM | actives 0.72% (n = 360,000) | AID 624352;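 active = inhibition of the luminescence signal of 40% or more relative to plate controls, in a single-dose primary screen at 18.75 µM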
CaV13 ICDI inh: Disruptors of the CACNA1D IQ motif to Ca2+-dependent inactivation inhibitor domain association, primary screening, Förster resonance energy transfer in intact living …; HEK cells, CFP/YFP FRET ICDI-IQ, plate reader, 10 min; percent FRET-ratio fall versus neutral wells; inhibition, % at 12.3 µM; actives 0.098% (n = 340,000);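 active = mean replicate inhibition of at least 30% and at least 1% of replicates passing that level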;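 note: 0% = median of the neutral control wells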
NR2E3 ag-2: human photoreceptor-specific nuclear receptor agonism; inhibition of corepressor binding, % at 3.98 µM; actives 0.35% (n = 360,000); CHO-S Gal4-NCOR/VP16-NR2E3 two-hybrid, luciferase; AID 602229; Q9Y5X4;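 active = inhibition above the mean of all tested compounds plus 3 SD, cut at about 70% in these data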;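 note: 0% = DMSO with NR2E3 transfected cells and 100% = cells lacking NR2E3 construct; higher means lower luciferase signal from less NR2E3 corepressor binding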
PDI turbidity: inhibitors of human protein disulfide isomerase | P07237 | PDI insulin aggregation turbidity, A650, 90 min | inhibition, % at 10 µM | actives 0.052% (n = 350,000) | AID 588391;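 active = mean inhibition across replicates of 30% or more, whatever share of single replicates reach that level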;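 note: absorbance from insulin aggregation driven by PDI reduction with DTT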
Target sequence (P07237 whole entry, looked up): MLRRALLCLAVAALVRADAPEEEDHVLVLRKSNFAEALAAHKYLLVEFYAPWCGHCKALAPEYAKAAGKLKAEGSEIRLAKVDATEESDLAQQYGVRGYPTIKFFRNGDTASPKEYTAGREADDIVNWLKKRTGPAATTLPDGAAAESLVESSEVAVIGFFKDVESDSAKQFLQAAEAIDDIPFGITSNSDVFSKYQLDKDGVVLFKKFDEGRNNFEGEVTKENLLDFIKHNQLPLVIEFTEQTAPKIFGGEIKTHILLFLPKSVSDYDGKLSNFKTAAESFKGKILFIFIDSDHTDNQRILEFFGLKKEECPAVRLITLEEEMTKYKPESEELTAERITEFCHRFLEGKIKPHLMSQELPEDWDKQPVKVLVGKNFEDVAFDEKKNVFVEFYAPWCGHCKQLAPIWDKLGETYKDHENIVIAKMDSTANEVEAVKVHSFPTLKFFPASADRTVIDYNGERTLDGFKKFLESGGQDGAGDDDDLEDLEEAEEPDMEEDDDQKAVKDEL
hiPSC survival: enhancers of human iPSC single-cell survival; AID 602274; actives 0.044% (n = 360,000); survival enhancement, % at 20 µM; hiPSC single-cell survival, ATPlite luminescence; 100% = ROCK inhibitor wells, 0% = DMSO; in the data active = survival enhancement above about 18%;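 note: cells exposed to compounds for 16 hours before the ATP read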
* marks the source's active call; other numbers are inactive results; . = not tested or not shown.

SMILES | Peg3 prom inh | aDG glyco act | Exocytosis inh | Vif imaging | MITF TRPM1 inh | NR2E3 ag-1 | HIF-2a inh | CaV13 ICDI inh | NR2E3 ag-2 | PDI turbidity | hiPSC survival
O=[N+]([O-])c1cccc(N(CC(O)CN2CCCC2)S(=O)(=O)c2ccccc2)c1 (stereo unspecified) | 6 | 0.2 | -1 | -8 | -3 | 3 | -1 | -5 | -3 | 0 | -0.6
CNc1ncnc(Sc2nc(N)nc3nc[nH]c23)c1[N+](=O)[O-] | 48 | 1.2 | -13 | -11 | 71* | . | 9 | -8 | 23 | 9 | -0.7
CCOc1cc(S(=O)(=O)NCCN2CCOCC2)c(C)cc1C | 18 | -0.1 | -1 | 5 | -1 | -2 | 14 | -5 | 2 | 7 | 7.6
COc1cccc(N2[C@@H](CC(C)=O)c3ccccc3S2(=O)=O)c1 | -96 | -0.2 | -1 | -6 | -9 | 3 | -4 | -11 | -31 | 5 | -0.5
COc1ccc(CNC(=O)c2cc3c(s2)CN(Cc2ccccc2)C3)cc1 | -27 | -0.1 | -1 | 0 | -4 | 2 | -8 | 0 | 4 | 14 | -0.8
N#C/C(=C\c1ccc[nH]1)C(=O)NC1CC1 | -9 | 0.7 | 1 | -3 | -2 | 4 | 0 | -6 | -23 | 2 | -0.7
O=S(=O)(Cc1ccccc1)Oc1ccccc1 | -13 | 0.3 | -3 | 4 | -4 | 3 | -7 | -20 | -24 | 8 | 0.2
CSCCC(NC(=O)c1ccccc1Cl)C(=O)N1CCN(c2ccccn2)CC1 (stereo unspecified) | 0 | -0.2 | 2 | 3 | 4 | 2 | 9 | -12 | 14 | -1 | -0.2
Cc1onc(-c2ccccc2)c1C(=O)Nc1sc2c(c1C(N)=O)CCC2 | 16 | 0.0 | -2 | -5 | -4 | 2 | 3 | -3 | -27 | -10 | 3.0
O=C(CSc1nc2ccccc2c(=O)n1Cc1ccc(C(=O)NC2CC2)cc1)NCc1ccco1 | 14 | 0.0 | 2 | -6 | 2 | 2 | 9 | -6 | -9 | -1 | -0.8
C[C@@H]1CN([C@@H](C)CO)C(=O)CCCn2nncc2CO[C@H]1CN(C)C(=O)c1ccccc1 | -8 | -0.3 | -1 | 10 | . | . | 0 | -3 | 17 | -7 | 3.9
O=C(O)CSc1cc(NS(=O)(=O)c2ccc(Cl)cc2)c2ccccc2c1O | 30 | 3.8* | -5 | -16 | 36 | -1 | 17 | -18 | 13 | -15 | 3.0
O=C(c1cnc(Cl)c(Cl)c1)N1CCN(S(=O)(=O)c2ccc3ccccc3c2)CC1 | 2 | 0.0 | -4 | . | 0 | . | 17 | -6 | -4 | -1 | -0.6
O=C(NCCCO)/C(=C\C=C\c1ccccc1)NC(=O)c1ccccc1Cl | 12 | -0.2 | 0 | 3 | -10 | -1 | -7 | -5 | 2 | -5 | -0.5
CCNC(=O)C1(C)CCCN(C(=O)c2ccc(C(F)(F)F)nc2C)C1 (stereo unspecified) | 15 | -0.2 | 10 | . | . | . | 12 | -5 | -32 | 0 | -0.6
COc1ccc(CC(=O)n2[nH]c(=O)cc(C)c2=O)cc1OC | -2 | 0.3 | 8 | -3 | -2 | -2 | 11 | -5 | -10 | -7 | -0.3
CCc1nnc(NC(=O)C(C)N2C(=O)C3C4C=CC(C4)C3C2=O)s1 (stereo unspecified) | -2 | -0.3 | 1 | . | 7 | 4 | 6 | -5 | -28 | -6 | 0.2
O=C(COc1ccccc1Br)NC(=O)NC1CCCC1 | -449 | 0.1 | 1 | 0 | -134 | . | -360 | -5 | -22 | -4 | 0.0
CS(=O)(=O)N(Cc1ccc(Cl)cc1)c1ccc(C(=O)NCc2ccccn2)cc1 | 0 | 0.0 | 0 | 0 | 8 | 0 | 18 | -1 | -4 | 14 | 0.8
COc1ccc(CCNC(=O)C2CCCN2C(=O)Nc2cccc(C(C)=O)c2)cc1OC (stereo unspecified) | 2 | -0.2 | -1 | 19 | 4 | 0 | 13 | -4 | -10 | 0 | -1.3
CC(=O)Nc1ccc(-c2csc(N/N=C(/C)c3ccccc3)n2)cc1 | -94 | -0.2 | 9 | 6 | -3 | -4 | -98 | -5 | -11 | 9 | -0.2
COc1ccc(C(C)(C)NC(=O)C2CCC(=O)N(CCCN3CCCC3=O)C2)cc1 (stereo unspecified) | 0 | 0.2 | -1 | 3 | 4 | -1 | -22 | -5 | -18 | -2 | -0.4
CN(C)CCCNc1ccc(-c2cc(Nc3cccc(Cl)c3)ncn2)cn1 | 8 | 3.5 | 2 | 1 | 4 | 7 | -17 | 27 | -28 | -1 | -3.8
CN(C)CCCN(C(=O)COc1ccc(Cl)cc1)c1nc2ccc(F)cc2s1 | -56 | -0.1 | 34 | 5 | -2 | 2 | -55 | -2 | 2 | -6 | -0.7
COC(C[C@H](O)CC(=O)[C@@H](C)OCc1ccccc1)OC | -4 | -0.1 | -1 | . | -8 | 1 | 9 | -4 | 20 | 20 | 3.4

(list continues)
SMILES | Peg3 prom inh | aDG glyco act | Exocytosis inh | Vif imaging | MITF TRPM1 inh | NR2E3 ag-1 | HIF-2a inh | CaV13 ICDI inh | NR2E3 ag-2 | PDI turbidity | hiPSC survival
CCOC(=O)CSc1n[nH]c(NC(=O)CC)n1 | 5 | -0.4 | 0 | -13 | 4 | 5 | 17 | -1 | -23 | -4 | -0.1
CCCc1[nH][nH]c(=O)c1C(c1ccccc1)C(C#N)C#N (stereo unspecified) | 14 | -0.1 | -1 | -3 | 6 | -4 | 19 | -5 | -5 | 1 | -0.9
CCCCCn1c(CN2CCN(CCO)CC2)nc2c1c(=O)n(C)c(=O)n2C | 1 | 0.2 | -1 | -4 | -3 | 1 | 2 | -6 | 7 | . | 2.8
O=C(NC1CC1)C1=C[C@@H](c2c[nH]c3ccccc23)C[C@@H](OCc2ccc(CO)cc2)O1 | -8 | -0.2 | -15 | -1 | 5 | 2 | -16 | -9 | -4 | -5 | -1.9
O=C(NC1CC(=O)N(c2ccc3c(c2)OCCO3)C1)N1CCC(O)CC1 (stereo unspecified) | 7 | -0.2 | 2 | -4 | 2 | -2 | 15 | -3 | -17 | 3 | 0.7
CCN(CC)S(=O)(=O)c1ccc(N2CCOCC2)c(NC(=O)c2ccco2)c1 | -3 | 0.3 | -1 | -5 | 3 | . | -2 | -6 | 6 | 16 | -2.1
CCSc1nnc(NC(=O)c2cccs2)s1 | -154 | 0.2 | -1 | -2 | -51 | 4 | -134 | -4 | -94 | 3 | 0.3
O=C(c1coc2ccc(O)c(CN3CCOCC3)c12)C1CC1 | 27 | 0.2 | -3 | -5 | -4 | 2 | 9 | -4 | -14 | -6 | 0.3
CCNc1nc(NC(C)C)nc(NS(=O)(=O)c2ccc(N)cc2)n1 | 21 | 0.0 | -1 | -4 | 7 | -1 | 15 | -4 | 4 | -8 | 2.3
O=C(COC(=O)C1CC(=O)N(C2CCCCC2)C1)c1ccc(F)cc1 (stereo unspecified) | -2 | 0.4 | -3 | -15 | -1 | 0 | 6 | -5 | 1 | . | -1.8
CC(C)[C@H](NC(=O)NCCC1=CCCCC1)C(=O)O | 13 | 0.1 | -4 | 4 | 3 | -1 | 18 | -3 | -3 | 5 | -0.9
Cc1cc(OCC(O)CN2CCCC2)cc(C)c1Cl (stereo unspecified) | -9 | 0.2 | 0 | -3 | 4 | 3 | 9 | -16 | -30 | -1 | -0.6
N#Cc1c2c(c(=S)n(-c3ccccc3)c1N)CCCC2 | 5 | -0.1 | -3 | 5 | 7 | 3 | 7 | -5 | 2 | -2 | 1.3
O=c1c(/C=N/O)c(Nc2ccccc2)nc2ccccn12 | 12 | 0.0 | -2 | -7 | 13 | 2 | -10 | -7 | -2 | -1 | 1.8
Cc1ccc(S(=O)(=O)N(CC(=O)NCCC2=CCCCC2)Cc2ccccc2F)cc1 | 22 | 0.2 | -2 | -10 | 12 | -1 | 28 | . | -10 | 9 | -1.6
O=C(NNC(=O)OCc1ccccc1)OCc1ccccc1 | -37 | -0.2 | 3 | 0 | -24 | . | -81 | -9 | -15 | -35 | 2.1
COC(CNC(=O)c1cccnc1)OC | 18 | 0.1 | 0 | -1 | 2 | -2 | 8 | -5 | -9 | 4 | 7.2
CNC(=O)c1cc2cc(Cl)cc(OC)c2oc1=O | 14 | 0.2 | 2 | 6 | -12 | -8 | 10 | -3 | 2 | 1 | -1.8
CCOC(=O)Cc1csc(NC(=O)c2ccc(OC)c(OC)c2)n1 | 6 | 0.0 | 2 | . | -5 | 1 | -8 | -5 | -25 | -6 | -0.6
Cc1ccc2nc(SC(C)C(=O)N3CCOCC3)[nH]c2c1 (stereo unspecified) | -247 | -0.1 | -2 | 1 | -47 | 1 | -190 | -1 | -95 | 4 | -0.5
O=S(=O)(Nc1cccc(Cl)c1)c1ccc2oc(=S)[nH]c2c1 | 4 | 0.0 | -2 | 2 | -14 | 1 | 0 | -3 | 19 | -2 | 1.5

Copied from above (8 entries):
SMILES | Peg3 prom inh | aDG glyco act | Exocytosis inh | Vif imaging | MITF TRPM1 inh | NR2E3 ag-1 | HIF-2a inh | CaV13 ICDI inh | NR2E3 ag-2 | PDI turbidity | hiPSC survival
CCOC(=O)CSc1n[nH]c(NC(=O)CC)n1 | 5 | -0.4 | 0 | -13 | 4 | 5 | 17 | -1 | -23 | -4 | -0.1
CCCc1[nH][nH]c(=O)c1C(c1ccccc1)C(C#N)C#N (stereo unspecified) | 14 | -0.1 | -1 | -3 | 6 | -4 | 19 | -5 | -5 | 1 | -0.9
CCCCCn1c(CN2CCN(CCO)CC2)nc2c1c(=O)n(C)c(=O)n2C | 1 | 0.2 | -1 | -4 | -3 | 1 | 2 | -6 | 7 | . | 2.8
O=C(NC1CC1)C1=C[C@@H](c2c[nH]c3ccccc23)C[C@@H](OCc2ccc(CO)cc2)O1 | -8 | -0.2 | -15 | -1 | 5 | 2 | -16 | -9 | -4 | -5 | -1.9
O=C(NC1CC(=O)N(c2ccc3c(c2)OCCO3)C1)N1CCC(O)CC1 (stereo unspecified) | 7 | -0.2 | 2 | -4 | 2 | -2 | 15 | -3 | -17 | 3 | 0.7
CCN(CC)S(=O)(=O)c1ccc(N2CCOCC2)c(NC(=O)c2ccco2)c1 | -3 | 0.3 | -1 | -5 | 3 | . | -2 | -6 | 6 | 16 | -2.1
CCSc1nnc(NC(=O)c2cccs2)s1 | -154 | 0.2 | -1 | -2 | -51 | 4 | -134 | -4 | -94 | 3 | 0.3
O=C(c1coc2ccc(O)c(CN3CCOCC3)c12)C1CC1 | 27 | 0.2 | -3 | -5 | -4 | 2 | 9 | -4 | -14 | -6 | 0.3
